Compound activity: PubChem BioAssay, National Center for Advancing Translational Sciences (NCATS)
MmCpn inh = Inhibitors of TCP-1 ring complex (TRiC) of Methanococcus maripaludis (MmCpn): qHTS. Chaperonin Mm-Cpn (Methanococcus maripaludis). purified Mm-Cpn ATPase, ADP Transcreener TR-FRET. Potency, µM (titrated, usually from 76.9 µM), without a hit: at the highest dose activity, negative = inhibition, actives largely listed as inhibitors. actives 0.031% (n = 330,000); also: potency is read from the fitted curve at half-maximal effect; % is scaled to controls: 0 for no effect and ±100 for the full control effect; nearly all actives have a fitted effect of over 80% in size
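Eu-cryptate anti-ADP/ADP-d2 competition gives a ratio inversely related to ADP. Enzyme at 25 nM was pre-exposed to compound for 10 min, then given 10 uM ATP for 30 min, 37°C throughout.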
CCT modulator = High-Throughput Screening for Modulators of Cytosolic Chaperonin Activity; activity change, % (concentration not given with the values), hits read low; AID 651819, 2012; actives 0.3% (n = 360,000); purified chaperonin ATPase assay, HTRF ADP detection, 30 min; in the data active = activity change below about -30%; also: % is scaled to controls: 0 for no effect and ±100 for the full control effect
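We incubate TRiC, 40 or 20 nM final, with library compounds at 76 uM and 10 uM ATP for 30 min at 37 °C. ADP formed is detected with Transcreener HTRF reagents after 30 min at room temperature.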
EPAC2 antag = qHTS for Antagonist of cAMP-regulated guanine nucleotide exchange factor 2 (EPAC2): primary screen; EPAC2 GEF exchange of Rap1B-BODIPY-GDP, fluorescence; AID 720708, 2013; Rap guanine nucleotide exchange factor 4 (Homo sapiens), Q8WZA2; actives 0.18% (n = 360,000); Potency, µM (top dose mostly 114 µM), for the others: at the highest dose activity, negative = inhibition, most hits filed as inhibitors; also: potency is read from the fitted curve at half-maximal effect; % is scaled to controls: 0 for no effect and ±100 for the full control effect; nearly all actives have a fitted effect of over 45% in size; many of its hits are not listed in these tables
PI5P4Ka inh = qHTS for Inhibitors of phosphatidylinositol 5-phosphate 4-kinase (PI5P4K); Phosphatidylinositol 5-phosphate 4-kinase type-2 alpha (Homo sapiens), P48426; PI5P4Kalpha enzyme, ADP-Glo luminescence, 60 min; stronger effect = lower value; max response, %; actives 1.2% (n = 330,000); AID 652105, 2013; active = max response of -50% or lower; inconclusive = between -30% and -50%; inactive = -30% or higher; also: value at the top dose of about 77 µM; % is scaled to controls: 0 for no effect and ±100 for the full control effect
Target sequence (P48426 whole entry, looked up): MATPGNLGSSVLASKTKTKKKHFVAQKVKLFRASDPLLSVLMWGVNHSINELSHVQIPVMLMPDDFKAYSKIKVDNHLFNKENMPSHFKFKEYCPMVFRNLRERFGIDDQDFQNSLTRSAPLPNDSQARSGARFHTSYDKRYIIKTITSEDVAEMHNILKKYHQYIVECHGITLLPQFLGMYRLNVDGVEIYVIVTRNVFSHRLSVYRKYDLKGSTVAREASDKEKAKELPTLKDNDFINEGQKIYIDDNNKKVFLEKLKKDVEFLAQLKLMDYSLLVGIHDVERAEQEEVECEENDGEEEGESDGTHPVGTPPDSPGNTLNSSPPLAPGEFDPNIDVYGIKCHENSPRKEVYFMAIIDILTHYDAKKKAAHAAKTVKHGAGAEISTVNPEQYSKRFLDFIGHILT
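ADP-Glo luminescence end-point read after a 60 min room-temperature kinase reaction of PI5P4Kalpha plus substrate, initiated with ATP at 5 microM final. Buffer: 0.038 M HEPES pH 7.4, EGTA, 0.1% CHAPS, 5% DMSO.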
EPAC1 ag = qHTS for Agonist of cAMP-regulated guanine nucleotide exchange factor 3 (EPAC1): primary screen; Rap guanine nucleotide exchange factor 3 (Homo sapiens), O95398; EPAC1 agonist qHTS, biochemical assay; response scale: 100% = response to 6.5 mM cAMP; Potency, µM (titrated, usually from 154 µM), without a hit: at the top dose activation, actives largely listed as activators; actives 0.073% (n = 360,000); AID 720707, 2013; also: potency is read from the fitted curve at half-maximal effect; nearly all actives have a fitted effect of over 60% in size
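Fluorescent GDP-exchange assay: 100 nM EPAC1 with 250 nM Rap1B preloaded with BODIPY-GDP and 50 uM GDP; compounds tested as concentration series, 5 min at room temperature, then read every 5 min for 30 min (ex 480/em 540 nm); normalized to 6.5 mM cAMP.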
EPAC1 antag = qHTS for Antagonist of cAMP-regulated guanine nucleotide exchange factor 3 (EPAC1): primary screen | actives 0.14% (n = 360,000) | Potency, µM (titrated, usually from 115 µM), for inactives: at the top dose activity change, negative = inhibition, hits mostly inhibitors | EPAC1 GEF assay, Rap1b-BODIPY-GDP exchange fluorescence | Rap guanine nucleotide exchange factor 3 (Homo sapiens), O95398;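 also: potency is read from the fitted curve at half-maximal effect; plate controls were vehicle for no effect and positive control for full effect; nearly all actives have a fitted effect of over 50% in size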
PLK1 PBD inh = qHTS for Inhibitors of PLK1-PDB (polo-like kinase 1 - polo-box domain): Primary Screen. Serine/threonine-protein kinase PLK1 (Homo sapiens), P53350. Plk1 PBD binding of FITC phosphopeptide, fluorescence polarization. Potency, µM, inactives show max response, negative = inhibition, actives largely listed as inhibitors. actives 2.8% (n = 360,000). AID 720504, 2013; also: potency is read from the fitted curve at half-maximal effect; series mostly up to about 57 µM; % is scaled to controls: 0 for no effect and ±100 for the full control effect; nearly all actives have a fitted effect of over 65% in size
Target sequence (P53350 whole entry, looked up, the tested form may be a part): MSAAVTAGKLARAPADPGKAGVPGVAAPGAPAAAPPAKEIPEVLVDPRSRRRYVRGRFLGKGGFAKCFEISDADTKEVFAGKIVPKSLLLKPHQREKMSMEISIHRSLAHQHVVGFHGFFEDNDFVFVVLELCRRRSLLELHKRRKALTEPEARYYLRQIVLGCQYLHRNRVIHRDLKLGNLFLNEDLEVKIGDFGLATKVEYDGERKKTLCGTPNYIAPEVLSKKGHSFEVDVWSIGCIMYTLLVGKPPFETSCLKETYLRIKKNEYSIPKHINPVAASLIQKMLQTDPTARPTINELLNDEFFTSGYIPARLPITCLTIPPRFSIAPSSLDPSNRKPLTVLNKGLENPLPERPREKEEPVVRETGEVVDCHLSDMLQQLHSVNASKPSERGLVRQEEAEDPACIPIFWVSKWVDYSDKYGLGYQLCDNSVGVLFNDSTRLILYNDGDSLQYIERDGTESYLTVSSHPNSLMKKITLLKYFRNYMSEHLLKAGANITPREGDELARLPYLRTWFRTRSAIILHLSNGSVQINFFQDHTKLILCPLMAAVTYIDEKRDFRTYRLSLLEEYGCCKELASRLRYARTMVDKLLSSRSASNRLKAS
WRN helicase inh = qHTS for Inhibitors of WRN Helicase; Bifunctional 3'-5' exonuclease/ATP-dependent helicase WRN (Homo sapiens), Q14191; WRN helicase unwinding, fluorescent forked duplex, kinetic; Potency, µM (doses to about 114 µM), for the others: top-dose activity change, negative = inhibition, most hits filed as inhibitors; actives 0.46% (n = 360,000); also: potency is read from the fitted curve at half-maximal effect; % is scaled to controls: 0 for no effect and ±100 for the full control effect; nearly all actives have a fitted effect of over 55% in size
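Kinetic fluorescence helicase assay: unwinding of a quenched forked DNA duplex (100 nM final) with 2 mM ATP final raises red fluorescence (525/598 nm). Compounds sat 15 min at room temperature with 20 nM WRN beforehand.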
Numbers without * were called inactive; ? = inconclusive; . = no result given; & = joins results of further samples; [ ] = another dose, or the depositor's remark. Unless noted, calls follow the shape of the dose curve; as a rule, active = well fitted curve in the direction sought with a large enough effect; inconclusive = small, poorly fitted or top-dose-only effect, or another doubt; inactive = no such curve, though single readings can be large; an effect the other way counts as inactive or inconclusive.

SMILES	MmCpn inh	CCT modulator	EPAC2 antag	PI5P4Ka inh	EPAC1 ag	EPAC1 antag	PLK1 PBD inh	WRN helicase inh
CCOC(=O)c1nn(-c2ccccc2)c(C#N)c1NC(=O)c1nn(CC)cc1Br	.	-3.9	-13%	.	13%	-1%	-7%	1%
Cc1ccc(-c2n[nH]c(=S)n2/N=C/C=C\c2ccccc2[N+](=O)[O-])cc1	-1%	-2.9	-4%	-11	7%	-29%	-27%	?
Fc1ccccc1CNCCC(Cc1ccccc1)c1ccc2c(c1)OCO2 (stereo not given)	2%	0.7	-6%	2	-2%	-17%	0%	-12%
Cc1cc(/C=C2\NC(=S)N(C)C2=O)ccc1N1CCCC1	-3%	-1.3	7%	-1	?	58%[activator]	58%[activator]	-24%
O=C(/C=C/c1ccc(F)cc1)N1CC[C@@]2(O)CCCC[C@H]2C1	-2%	2.1	21%	-9	-9%	20%	1%	4%
CCOC(=O)COc1ccc(S(=O)(=O)NCC2CCCO2)cc1 (stereo not given)	0%	-1.7	-7%	.	10%	4%	-12%	11%
Cc1cnccc1NC(=O)c1cccs1	-3%	-3.1	14%	-4	-3%	-9%	4%	-2%
COc1ccc(Cl)cc1C(=O)Nc1ccc(N(C)C(C)=O)cc1	-2%	-1.1	-1%	2	2%	0%	-6%	-22%
COc1ccc(NC(=O)COC(=O)CCCOc2ccc(Cl)cc2Cl)cc1Cl	0%	1.5	?	14	-2%	22%	-4%	?
O=C(CN(C(=O)c1nsc(Cl)c1Cl)c1cccc(F)c1)NC1CCCC1	-3%	1.7	2%	-2	7%	7%	-6%	0%
Cc1cc(NS(=O)(=O)c2ccc(NC(=O)C(c3ccccc3)c3ccccc3)cc2)no1	0%	-1.7	?	-8	4%	0%	-14%	-5%
Cc1cccc(C)c1NC(=O)C1(N(C(=O)c2ccccn2)c2ccc(O)cc2)CCCCC1	4%	-2.3	-2%	10	18%	13%	-5%	9%
COc1ccc(COC(=O)Nc2c(SC)nsc2SC)cc1	-2%	-2.5	2%	-1	-5%	-2%	-15%	1%
COc1ccc(-c2ccc(SCc3ccccn3)nn2)cc1OC	-11%	-0.7	2%	5	-11%	-12%	1%	-9%
COc1ccc(-c2noc(CN(C(=O)c3ccc4c(c3)OCO4)C(C)C)n2)cc1OC	-1%	-2.9	-7%	6	5%	-7%	-10%	-33%
O=[N+]([O-])c1cccc(/C=C/c2nc3ccc([N+](=O)[O-])cc3[nH]2)c1	0%	-0.6	11%	1	3%	-10%	-8%	-24%
Cc1nn(-c2cc(N3CCCCC3)ccc2[N+](=O)[O-])c(=O)c2ccccc12	0%	-1.3	-6%	.	2%	-4%	7%&-2%	0%
COc1cccc(C=O)c1OCCN1C(=O)c2ccccc2C1=O	-1%	0.3	11%	1	7%	12%	-2%	4%
O=C(Nc1ccccc1)c1cc2ccccc2s1	.	-0.7	8%	0	0%	12%	1%	7%
CCn1c(SCC(=O)NC(=O)c2ccccc2OC)nc2ccccc21	0%	-0.1	2%	-4	11%	-29%	-4%	-11%
O=C1C2C(C(=O)N1/N=C/c1cc([N+](=O)[O-])c(O)cc1O)C1C=CC2C12CC2 (stereo not given)	-1%	1.4	-9%	-74*	5%	-13%	?	?
Cc1ccc(-c2nc(NC(=O)CSc3cc(C)c4ccccc4n3)ns2)cc1	-11%	-2.8	5%	0	13%	-5%	?	-15%
COc1cc(OC)cc(C(=O)NCC(=O)NCCN2C(=O)S/C(=C\c3ccc4c(c3)OCO4)C2=O)c1	.	-1.9	-5%	7	13%	2%	-23%	-2%
CCOc1ccc(C(=O)Nc2ccc3c(c2)C(=O)NC3=O)cc1	-4%	-0.7	3%	6	5%	2%	-5%	-1%
Nc1ccccc1C(=O)NC1CCCCNC1=O (stereo not given)	1%	3.5	-3%	-3	-1%	-6%	-5%	-8%

The listing continues.
SMILES	MmCpn inh	CCT modulator	EPAC2 antag	PI5P4Ka inh	EPAC1 ag	EPAC1 antag	PLK1 PBD inh	WRN helicase inh
COc1ccc(NC2CC(=O)N(c3cccc(C)c3)C2=O)cc1 (stereo not given)	2%	-1.8	-6%	.	5%	2%	-18%	-16%
C=CCNC(=O)COc1c(C)ccc(C)c1C	-2%	-0.3	0%	4	9%	-5%	-15%	-4%
COc1ccc(N2CCN(C(=O)CN3CCN(C(c4ccccc4)c4ccccc4)CC3)CC2)cc1	-5%	0.3	-5%	-2	-4%	-15%	10%	-14%
CNC(=S)N=Nc1c(O)[nH]c2ccccc12	-3%	-5.7	-4%	1	3%	-2%	-9%	-20%
Cc1ccc(-c2nn(CC(=O)N3CCOCC3)c(=O)c3ccccc23)cc1S(=O)(=O)N(C)C	3%	-1.3	1%	4	-1%	-5%	-12%	-8%
O=C1Nc2cc(C(=O)NCCCN3CCCC3)ccc2S/C1=C\c1ccccc1	-1%	2.0	-4%	4	3%	-26%	-13%	-7%
Cc1cccc(NC(=O)Cn2nc(-c3cccs3)ccc2=O)c1C	2%	-0.8	5%	-10	1%	10%	1%	2%
O=C(NC1CCCC1)C1c2ccccc2OCC(=O)N1CCc1c[nH]c2ccccc12 (stereo not given)	.	1.4	6%	-3	-15%	-17%	-2%	0%
NNC(=S)NC1CCCCCCCCCCC1	-1%	-0.9	?	2	-3%	-2%	-6%	-10%
COc1cc(C(=O)NCCC(=O)NCc2cccs2)cc(OC)c1OC	.	1.4	3%	-10	-5%	-7%	-3%	24%
Cc1c(C(=O)NCc2ccccc2C(F)(F)F)sc(=O)n1Cc1ccc(S(=O)(=O)N(C)C)cc1	.	0.1	4%	-2	-4%	-9%	-12%	-6%[57.1 µM]
CC(C)(C)NC(=O)COC(=O)c1cncc(Br)c1	-1%	-0.9	15%	-16	-9%	2%	30µM*	13%
Oc1ccccc1/C=N/Nc1nn[nH]n1	0%	0.0	11%	-1	-3%	1%	0%	6%
COc1ccc([C@H]2N[C@]3(CCCN(Cc4ccc(C)cc4)C3=O)[C@H]3C(=O)N(Cc4ccccc4)C(=O)[C@@H]23)cc1	.	-0.6	-5%	-3	8%	-17%	-13%	-9%
CCCCOCCCNC(=O)N[C@H](C(=O)O)C(C)CC (stereo not given in full)	1%	-2.5	0%	3	11%	-23%	-11%	13%
CCOP(=O)(c1ccccc1)c1nc(-c2ccccc2C)oc1N1CCCCC1 (stereo not given)	1%	-3.4	-14%	1	3%	?	-8%	-13%
COC(=O)c1ccccc1NC(=O)C1CCN(C(=O)c2cc(OC)cc(OC)c2)CC1	-17%	-3.3	5%	-2	-4%	0%	-7%	-5%
CC(=O)c1cccc(NC(=O)c2ccc(S(=O)(=O)N3CCCCC3)cc2)c1	-2%	-0.5	-4%	-3	-6%	1%	-24%	-6%
O=C(O)CSc1c2ccccc2cc2ccccc12	0%	-6.2	-18%	0	9%	8%	27µM*	9%
CCOC(=O)N1CCN(Cc2cc(=O)oc3ccc(Cl)cc23)CC1	-1%	-8.8	-3%	.	2%	-6%	-1%	2%
O=C(COC(=O)c1ccccc1NCCO)NNC(=O)c1cccs1	-1%	0.9	3%	-3	6%	1%	-11%	-8%
Nn1c(SCC(=O)NC2CCS(=O)(=O)C2)nnc1-c1ccco1 (stereo not given)	0%	-0.9	8%	0	1%	4%	-1%	9%
COc1ccc(C)cc1N/C(N)=N/c1nc(C)cc(C)n1	7%	1.5	-5%	-6	5%	-1%	-5%	0%
Cc1cc(C)c2ccc(N)nc2c1O	1%	0.8	-2%	-6	1%	-1%	-8%	-7%
Cc1ccc(NC(=O)CSc2nnc(CCCCCNC(=O)OC(C)(C)C)o2)c(C)c1	0%	-3.4	-5%	.	1%	-14%	-9%	-5%

The listing continues:
SMILES	MmCpn inh	CCT modulator	EPAC2 antag	PI5P4Ka inh	EPAC1 ag	EPAC1 antag	PLK1 PBD inh	WRN helicase inh
O=P(C(=NCCO)NO)(N1CCOCC1)N1CCOCC1	0%	-1.1	0%	3	14%	-3%	-8%	4%
Cc1c(/C=N\NC(=O)C2COc3ccccc3O2)c2ccccc2n1C (stereo not given)	1%	-2.8	-1%	-3	4%	-1%	6%	-19%
COc1cc(C(=O)NCC(=O)OCc2ccccc2Cl)cc(OC)c1OC	4%	-35*	-7%	-1	9%	-15%	1%	-6%
O=C(COc1ccccc1[N+](=O)[O-])NNC(=O)Nc1cccc2ccccc12	0%	0.1	2%	6	2%	5%	1%	-3%
O=C(CN1C(=O)C(=O)N(Cc2ccccc2)C1=O)Nc1ccc(OC(F)F)cc1	-1%	-0.6	0%	-2	5%	0%	-5%	3%
CCC(=O)c1ccc(OCC(=O)O)c(OC)c1	-2%	0.1	1%	0	-16%	-13%	3%	9%
CCCC(=O)Nc1sc(C)c(C)c1C#N	-1%	2.6	13%	2	-4%	7%	21µM*	-7%
COc1ccc(NC(=O)COc2nsnc2N2CCCCC2)cc1	-3%	-2.0	-6%	.	-1%	-4%	-26%	-9%
CC(C)C(=O)Nc1cccc(C(=O)NCc2ccc3c(c2)OCO3)c1	0%	-0.4	-1%	.	11%	-9%	-16%	6%
Cc1ccnc(NC(=O)CCC(=O)N(CC(=O)NCc2ccc(F)cc2)c2cccc(F)c2)c1	0%	-1.2	-10%	2	-9%	-7%	8%	7%

Random excerpt: 2 compounds from above
SMILES	MmCpn inh	CCT modulator	EPAC2 antag	PI5P4Ka inh	EPAC1 ag	EPAC1 antag	PLK1 PBD inh	WRN helicase inh
CC(C)C(=O)Nc1cccc(C(=O)NCc2ccc3c(c2)OCO3)c1	0%	-0.4	-1%	.	11%	-9%	-16%	6%
O=C(COc1ccccc1[N+](=O)[O-])NNC(=O)Nc1cccc2ccccc12	0%	0.1	2%	6	2%	5%	1%	-3%

Not all compounds are listed, so the mix of outcomes need not match the whole.
